# HEK293 tox = qHTS of GLP-1 Receptor Inverse Agonists: Cytotox Screen; HEK293 cAMP-luciferase reporter cells, luminescence, 24 h; hit rate 0.13% among 410,000; Potency, µM (highest dose often 38.3 µM), for inactives: at the highest dose activity change, negative = inhibition, usual class: inhibitors;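 also: loss of luciferase light is scored as toxicity; potency is read from the fitted curve at half-maximal effect; % is scaled to controls: 0 for no effect and ±100 for the full control effect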
#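 Luminescence readout: signal drop marks cytotoxicity. Plated cells grew 12 h at 37 °C, 5% CO2, received 23 nL compound for 24 h, then got luciferase reagent, read after 12 min at RT.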
# EPAC1 antag = qHTS for Antagonist of cAMP-regulated guanine nucleotide exchange factor 3 (EPAC1): primary screen | hit rate 0.14% among 360,000 | Potency, µM (series often up to 115 µM), for inactives: at the top dose activity change, negative = inhibition, usual class: inhibitors | EPAC1 GEF assay, Rap1b-BODIPY-GDP exchange fluorescence | AID 720709, 2013 | Rap guanine nucleotide exchange factor 3 (Homo sapiens), O95398;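 also: potency is read from the fitted curve at half-maximal effect; plate controls were vehicle for no effect and positive control for full effect; nearly all actives have a fitted effect of over 50% in size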
# PLK1 PBD block = qHTS for Inhibitors of PLK1-PDB (polo-like kinase 1 - polo-box domain): Primary Screen; Serine/threonine-protein kinase PLK1 (Homo sapiens), P53350; Plk1 PBD binding of FITC phosphopeptide, fluorescence polarization; Potency, µM, without a hit: max response, negative = inhibition, actives largely listed as inhibitors; hit rate 2.8% among 360,000; AID 720504, 2013; also: potency is read from the fitted curve at half-maximal effect; series mostly up to about 57 µM; % is scaled to controls: 0 for no effect and ±100 for the full control effect; nearly all actives have a fitted effect of over 65% in size
# EPAC1 agonist = qHTS for Agonist of cAMP-regulated guanine nucleotide exchange factor 3 (EPAC1): primary screen | Rap guanine nucleotide exchange factor 3 (Homo sapiens), O95398 | EPAC1 agonist qHTS, biochemical assay; response scale: 100% = response to 6.5 mM cAMP | Potency, µM (top dose mostly 154 µM), for the others: at the top dose activation, most hits filed as activators | hit rate 0.073% among 360,000 | AID 720707, 2013; also: potency is read from the fitted curve at half-maximal effect; nearly all actives have a fitted effect of over 60% in size
#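 Normalized to 6.5 mM cAMP, activity reflects EPAC1-catalysed release of BODIPY-GDP from Rap1B, followed kinetically over 30 min at 480 nm excitation, 540 nm emission. Reaction contained 100 nM EPAC1, 250 nM Rap1B-BODIPY-GDP, 50 uM GDP.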
# IL2 activator = qHTS of IL-2 Activators; IL-2 activation reporter assay, cell-based qHTS; stimulated with anti-CD3/CD4/CD28 beads; in transgenic mouse T cells; activation, % (series mostly up to about 46 µM); hit rate 0.065% among 360,000; AID 652025, 2013; in the data active = activation above about 50%; inconclusive = mostly about 30% to 49%; also: 0% is about no effect
#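 Quantitative HTS in unstimulated transgenic mouse T cells, with memory T cells as non-tolerant control and PMA/ionomycin as tolerance-bypass control. Compound pretreatment lasted 60 minutes before 18 h bead stimulation; EGFP/DsRed fluorescence read.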
# PI5P4Ka inh = qHTS for Inhibitors of phosphatidylinositol 5-phosphate 4-kinase (PI5P4K) | AID 652105, 2013 | hit rate 1.2% among 330,000 | max response, % | PI5P4Kalpha enzyme, ADP-Glo luminescence, 60 min; stronger effect = lower value; active = max response of -50% or lower; inconclusive = between -30% and -50%; inactive = -30% or higher; also: value at the top dose of about 77 µM; % is scaled to controls: 0 for no effect and ±100 for the full control effect
#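 Quantitative HTS of the MLSMR library against PI5P4Kalpha with substrate. ATP added last at 5 microM final; room temperature, 60 minutes. Remaining ATP depleted, ADP converted and read as luminescence.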
# GLP1R ag = qHTS of GLP-1 Receptor Agonists; HEK293 GLP-1R CRE-luciferase, luminescence, 4-6 h; cells express a hypersensitive GLP-1R form; Potency, µM (top dose mostly 45.6 µM), for inactives: top-dose activation, hits mostly activators; Glucagon-like peptide 1 receptor (Homo sapiens), P43220; hit rate 0.007% among 380,000; AID 624172, 2012; also: potency is read from the fitted curve at half-maximal effect; % of control where 0% means no effect
# Target sequence (P43220 whole entry, looked up): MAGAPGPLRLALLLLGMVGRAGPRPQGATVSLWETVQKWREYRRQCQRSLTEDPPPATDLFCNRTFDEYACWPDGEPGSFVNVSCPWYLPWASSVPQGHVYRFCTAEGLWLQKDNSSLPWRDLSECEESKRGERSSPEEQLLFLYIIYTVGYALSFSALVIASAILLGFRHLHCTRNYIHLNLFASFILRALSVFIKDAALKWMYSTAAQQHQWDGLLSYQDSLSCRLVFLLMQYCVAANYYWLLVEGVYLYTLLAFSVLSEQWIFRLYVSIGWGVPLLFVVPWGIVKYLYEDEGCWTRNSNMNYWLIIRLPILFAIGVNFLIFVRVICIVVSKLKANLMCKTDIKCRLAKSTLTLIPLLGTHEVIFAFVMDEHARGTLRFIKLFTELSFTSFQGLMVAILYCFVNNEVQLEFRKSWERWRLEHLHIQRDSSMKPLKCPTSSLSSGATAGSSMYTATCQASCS
# GLP1R inv ag = qHTS of GLP-1 Receptor Inverse Agonists (Inhibition Mode) | Potency, µM (series often up to 38.3 µM), for the others: top-dose activity change, negative = inhibition, actives largely listed as inhibitors | hit rate 1.6% among 410,000 | HEK293 GLP-1R CRE-luciferase, luminescence, 24 h; GLP-1R form is constitutively active | Glucagon-like peptide 1 receptor (Homo sapiens), P43220; also: potency is read from the fitted curve at half-maximal effect; % is scaled to controls: 0 for no effect and ±100 for the full control effect; nearly all actives have a fitted effect of over 55% in size
#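 Cells are plated, allowed 12 hours at 37 deg C, then treated with compounds for 24 hr before luciferase detection reagent is added and luminescence is read after 12 min at room temperature. The HEK293 line carries constitutively active GLP-1R with a cAMP-responsive reporter.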
# PTHR1 agonist = qHTS for PTHR1 Agonists: Primary Screen | Potency, µM (highest dose often 115 µM), inactives show at the top dose activation, usual class: activators | hit rate 0.075% among 410,000 | AID 743266, 2014 | HEK293 GP2 PTHR1 cells, GloSensor cAMP luminescence, 1 h; also: potency is read from the fitted curve at half-maximal effect; nearly all actives have a fitted effect of over 55% in size; some results filed as inactive show a strong effect at the top dose; inactives centre near -15; many of its hits are not listed in these tables
# Target sequence (Q03431 whole entry, looked up): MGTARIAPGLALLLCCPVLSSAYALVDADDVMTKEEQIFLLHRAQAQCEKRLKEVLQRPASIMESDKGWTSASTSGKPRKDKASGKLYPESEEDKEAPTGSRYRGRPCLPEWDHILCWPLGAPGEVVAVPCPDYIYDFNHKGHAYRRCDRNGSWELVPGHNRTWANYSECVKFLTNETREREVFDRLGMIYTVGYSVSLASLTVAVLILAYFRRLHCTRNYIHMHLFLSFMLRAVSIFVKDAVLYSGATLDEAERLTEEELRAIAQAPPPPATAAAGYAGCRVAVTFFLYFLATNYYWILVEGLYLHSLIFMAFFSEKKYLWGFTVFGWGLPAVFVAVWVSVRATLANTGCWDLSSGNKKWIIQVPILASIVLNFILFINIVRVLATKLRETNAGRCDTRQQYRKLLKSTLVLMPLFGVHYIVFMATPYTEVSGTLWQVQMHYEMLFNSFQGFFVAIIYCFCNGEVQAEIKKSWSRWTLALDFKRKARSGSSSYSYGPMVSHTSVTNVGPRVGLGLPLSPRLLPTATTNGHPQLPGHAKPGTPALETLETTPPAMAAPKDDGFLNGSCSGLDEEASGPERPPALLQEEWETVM
#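 HEK-293-derived GP2 cells expressing PTHR1 and a GloSensor cAMP reporter, 3,000/well, plated overnight, given luciferin plus IBMX (each 0.5 mM as added) for 1 h at 37 °C, then compound for 1 h at 37 °C. Luminescence was read after 15 min at room temperature.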
# * = called active by the depositor; i = inactive; ? = inconclusive; · = not tested or not shown; & = joins results of further samples; [ ] = another dose, or the depositor's remark. Unless noted, calls follow the shape of the dose curve; as a rule, active = well fitted curve in the direction sought with a large enough effect; inconclusive = small, poorly fitted or top-dose-only effect, or another doubt; inactive = no such curve, though single readings can be large; an effect the other way counts as inactive or inconclusive.
SMILES,HEK293 tox,EPAC1 antag,PLK1 PBD block,EPAC1 agonist,IL2 activator,PI5P4Ka inh,GLP1R ag,GLP1R inv ag,PTHR1 agonist
O=C(COC(=O)c1cccc(N2C(=O)C3CC=CCC3C2=O)c1)c1ccccc1 (stereo not given),-3%,11%,-6%,7%,-0.4,-12,10%,-21%,i
O=C1CNC(=S)N1c1nc(-c2ccccc2)cs1,7%,10%,-10%,12%,-1.1,-4,-1%,7%,4%
O=C(CSc1nnc(-c2ccccc2)o1)NCC1CCCCC1,1%,-9%,-12%,1%,0.6,·,-5%,-7%,i
CCOC(=O)c1ccc(-c2ccc3c(c2)CCC3)nc1C,3%,-7%,-1%,10%,0.0,15,10%,1%,-27%
O=C(Nc1ccnn1C1CCN(CCCC2CCCC2)CC1)c1ccccc1,-23%,-3%,-5%,6%,-2.4,5,3%,?,i
CC#C[C@]1(O)CC[C@H]2[C@@H]3CCC4=CC(=O)CCC4=C3[C@@H](c3ccc(N(C)C)cc3)C[C@@]21C,-4%,2%,-7%,-20%,0.4,3,-5%&0%,?,-24%
OCCNCCCCOc1ccccc1F,-29%,0%,-8%,3%,-1.0,·,29%,22%,15%[57.5 µM]
Cc1ccc(OCc2cc(C(=O)N3CCN(C4CCCC4)CC3)no2)cc1C,11%,-15%,-4%,?,-0.3,-3,10%,?,-35%[inhibitor]
CCS(=O)(=O)c1ncc(Cl)c(C(=O)Nc2ccc(S(=O)(=O)N3CCCC(C)C3)cc2)n1 (stereo not given),-1%,?,?,-14%,-4.7,0,-6%,?,-27%
O=c1ccn(-c2cccc(C(F)(F)F)c2)nc1-c1ccn(-c2ccccc2F)n1,-6%,4%,-7%,1%,0.5,-3,17%,16%,-20%[57.5 µM]
COc1ccc(C(C)(NC(C)=O)c2nc(-c3cccc4cccnc34)cs2)cc1 (stereo not given),1%,-19%,-8%,5%,-0.3,-9,-5%,2%,-5%
CCCCNC(=O)C1(C)CCCCN1C(=O)c1csnn1 (stereo not given),-3%,-2%,-10%,9%,0.5,-6,1%,12%,-22%
COc1cc(/C(C)=N/NC(=O)CSc2nncn2C)ccc1OCc1ccccc1Cl,7%,16%,-2%,0%,-0.3,1,-16%,28%,i
O=C(COC(=O)c1cccc(OC(F)F)c1)Nc1ncccn1,9%,-12%,-13%,-9%,-1.0,-8,-10%,1%,-11%
Cn1cccc1-c1nc2ccccc2n1Cc1ccccc1,-11%,-13%,-5%,0%,0.2,11,6%,?,-6%[57.5 µM]
COc1ccc(C(=O)NNC2CC(=O)N(Cc3ccc(Cl)cc3)C2=O)cc1OC (stereo not given),3%,-8%,-9%,6%,-2.9,-8,0%,-1%,i
CC(C)(C)OC(=O)N1CCC(c2c(C(=O)Nc3ccc4c(c3)OCO4)cnn2-c2ccccc2)CC1,2%,·,·,·,·,·,-5%,?,i
O=C(c1ccc(S(=O)(=O)NCc2ccco2)cc1)N1CCCC(C(F)(F)F)C1 (stereo not given),-9%,3%,-9%,-1%,-2.4,-4,3%,1%,-17%
COc1ccc2c(c1OC)C(=O)OC2Nn1cncn1 (stereo not given),0%,7%,2%,1%,-2.7,·,5%,-3%,i
O=C(COC(=O)c1n[nH]c(=O)c2ccccc12)NC1CCCCC1,1%,-2%,1%,1%,-0.6,-7,2%,7%,-19%
Cc1ccc(NC(=O)COC(=O)CCn2c(C)csc2=O)c([N+](=O)[O-])c1,-6%,-10%,-8%,10%,1.5,0,16%,41%[activator],0%
CCOc1ccc(CNC(=O)c2ccc(Sc3ccc(C)cc3)c(NC(C)=O)c2)cc1,62%[activator],?,-3%,-7%,-0.2,15,3%,?,-31%[inhibitor]
COc1ccc(C(C(=O)NC(C)(C)C)N(C(=O)Cn2nnc3ccccc32)c2ccc(C(C)=O)cc2)cc1O (stereo not given),3%,-8%,5%,-1%,0.5,0,-5%,7%,-10%
CCOc1ccccc1N(CC(=O)NCc1ccncc1)S(=O)(=O)c1ccccc1,-2%,6%,-3%,8%,-0.6,1,6%,33%,-4%
c1ccc2sc(NC3=NCN(CCN4CCOCC4)CN3)nc2c1,2%,-1%,-17%,7%,-0.5,-7,15%,4%,-5%
CC(=O)c1ccc(N2CCN(C(=O)COc3ccccc3F)CC2)c(F)c1,-2%,0%,?,0%,-0.5,0,1%,6%,i
O=C(CN1C(=O)/C(=C/c2ccccc2F)Sc2ccccc21)NCc1cccnc1,?,?,-20%,3%,-6.3,0,-7%,0%,-10%
O=[N+]([O-])c1ccccc1Nc1nc(-c2cccnc2)cs1,-4%,-24%,-6%,11%,0.0,5,34%,51%[activator],-20%
O=C(CC1S/C(=N/N=C2CCCCCC2)NC1=O)Nc1ccccc1C(F)(F)F (stereo not given),3%,-2%,3%,-4%,-0.3,-5,-2%,-11%,-33%[inhibitor]
COC(=O)c1cccc(NC(=O)/C=C/c2cccc([N+](=O)[O-])c2)c1,-23%,6%,-6%,-1%,-1.2,·,-20%,3%,-17%[57.5 µM]
C/C(=N/NC(=O)C1CC1(c1ccccc1)c1ccccc1)c1cccs1 (stereo not given),-3%,-17%,1%,3%,0.0,-1,11%,?,i
O=C(Nc1cc(N2CCOCC2)ncn1)Nc1cccc2ccccc12,2%,-2%,-5%,11%,-0.6,·,1%,2%,i
Cc1ncoc1C(=O)Nc1ccccc1C(N)=O,-24%,4%,-7%,0%,-1.5,·,12%,62%[activator],i
O=C(COC(=O)c1cnccn1)NCc1ccccc1,4%,13%,-9%,2%,1.2,·,-9%,3%,i
O=C(Nc1ccc2ccccc2n1)Nc1cccs1,-2%,8%,4%,2%,-0.5,-2,8%,32%[activator],i
COc1cc(/C=N/NC(N)=S)ccc1OCC(=O)N1CCOCC1,-1%,10%,-9%,4%,3.7,-14,5%,10%,i
CN(C)c1ccc(/C=N/n2c(C3CCCCC3)n[nH]c2=S)cc1,0%,-23%,-26%,5%,-0.3,-19,25%,?,-69%[inhibitor]
O=C(NCc1ccc(OC(F)(F)F)cc1)C1CC2Cn3c(nc4ccccc43)C2N1c1ccccc1 (stereo not given),?,-23%,-17%,-18%,-0.5,11,0%,?,-1%
COc1ccc(C(=O)N/C(=C\c2cn(C)c3ccccc23)C(=O)NCCCN2CCOCC2)cc1,8%,-4%,-10%,1%,0.3,1,-1%,9%,-17%
CCN1CCc2nc(NC(=O)c3ccc(S(=O)(=O)N(C)C)cc3)sc2C1,3%,-8%,-3%,11%,3.5,-1,-1%,?,-2%
OCc1ccccc1Cn1ccnc1,1%,16%,6%,4%,-0.7,0,-5%,4%,i
O=C(NCCCN1CCOCC1)c1ccc(N2CCOCC2)c([N+](=O)[O-])c1,-1%,0%,1%,4%,-2.1,2,-1%,14%,i
O=C(COc1ccccc1)Nc1nnc(-c2ccco2)o1,5%[0.307 µM],-9%,-3%,0%,-0.2,5,2%,-7%[0.307 µM],i
CCCCC1CCC(C(=O)Nc2ccccc2)CC1 (stereo not given),2%,-17%,-11%,0%,-0.6,·,-12%,2%,-7%[57.5 µM]
OC(CN1CCN(c2ccc(C(F)(F)F)cn2)CC1)c1ccccc1 (stereo not given),1%,0%,-15%,2%,-2.4,0,14%,?,-32%[inhibitor]
Cn1ccc(C(=O)OCC(=O)Nc2ccccc2)n1,-5%,0%,-11%,-6%,-0.1,2,5%,17%,i
CSc1nsc(SC)c1C(=O)OCC(F)(F)F,-4%,-1%,-23%,1%,-0.3,-8,0%,-13%,0%[57.5 µM]
Cc1cccc2cc(C#N)c(SCC(=O)NNC(=O)Cc3ccccc3)nc12,3%,9%,3%,-1%,-2.2,·,-21%,0%,-22%[57.5 µM]
CCOc1cc(C)c(S(=O)(=O)NC2CCCCC2)cc1C,10%,-16%,-9%,-7%,0.1,1,4%,?,-12%
O=S(=O)(c1ccc(-c2cn3ccccc3n2)cc1)N1CCOCC1,5%,3%,-9%,1%,2.1,0,5%,-1%,-31%[inhibitor]
CCCCOc1cccc(C2(C(=O)O)CCCC2)c1,-2%,-17%,-2%,-5%,-1.4,12,6%,-3%,i
COc1cc(/C=N/NC(=O)c2ccc(NC(=O)C3CC3)cc2)ccc1OC(C)=O,4%,3%,-3%,6%,-0.6,-7,1%,4%,i
COC(=O)CC1SC(=O)NC1=Nc1ccc(OC)cc1 (stereo not given),-3%,-12%,-4%,1%,-1.2,2,-2%,0%,-7%
Cc1ccc(S(=O)(=O)NCCC(=O)N2CCC(C(N)=O)CC2)cc1C,1%,4%,-11%,5%,-3.9,-4,-8%,1%,-23%
Cc1ccc(C(=O)Nc2cccc(C(F)(F)F)c2)cc1NC(=O)c1nccn1C,-8%&0%,2%&9%,-7%&-2%,3%&-16%,0.3&-0.2,6&-14,-1%&6%,-1%&15%,-31%&-2%
Cc1cc(C)n(-c2ccc(C(=O)OCC(=O)Nc3cc(Cl)ccc3[N+](=O)[O-])cc2)n1,59%[activator],-8%,?,1%,-0.7,6,1%,16%,-11%
O=S(=O)(c1ccc(N2CCOCC2)c(Cl)c1)N1CCOCC1,-10%,3%,1%,-7%,-0.5,-1,5%,7%,i

# The list is partial; the hit share may differ from the screen's.
